# Screens as filed in PubChem.
# Cdc42 wt: human Cdc42 wildtype GTP binding change, either direction; percent activity (GTP binding), % at 10 µM; actives 0.2% (n = 190,000); GST-Cdc42 beads, Bodipy-GTP binding, flow cytometry; actives lie on both sides; P60953;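 active means percent activity GTP binding at least 20 points away from the 100% baseline, either down as inhibitor or up as activator; inconclusive means compound flagged as likely green fluorescent from well-wide comparison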;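 further: median bead fluorescence of bound Bodipy-FL-GTP at 100 nM; 0% = excess unlabeled GTP control and 100% = no compound control; below 100% means less GTP binding so inhibitor and above means activator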
# Target sequence (P60953 whole entry, looked up): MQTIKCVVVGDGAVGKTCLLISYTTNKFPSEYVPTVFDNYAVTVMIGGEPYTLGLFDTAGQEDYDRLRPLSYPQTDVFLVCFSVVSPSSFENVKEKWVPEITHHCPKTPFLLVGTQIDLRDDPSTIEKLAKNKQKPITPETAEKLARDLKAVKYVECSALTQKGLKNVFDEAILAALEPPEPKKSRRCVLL
# HRas wt GTP bind: human HRas wildtype GTP binding, change in either direction; P01112; GST-Ras wt beads, Bodipy-FL-GTP binding, flow cytometry; actives lie on both sides; GTP binding activity, % at 10 µM; actives 0.14% (n = 190,000); AID 759;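 active means GTP binding activity at least 20% away from the 100% baseline, either lowered as inhibitor or raised as activator; inconclusive means flagged as likely green fluorescent, judged across all proteins in the well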;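 further: 0% = unlabeled GTP competition control and 100% = no-compound control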
# Target sequence (P01112 whole entry, looked up): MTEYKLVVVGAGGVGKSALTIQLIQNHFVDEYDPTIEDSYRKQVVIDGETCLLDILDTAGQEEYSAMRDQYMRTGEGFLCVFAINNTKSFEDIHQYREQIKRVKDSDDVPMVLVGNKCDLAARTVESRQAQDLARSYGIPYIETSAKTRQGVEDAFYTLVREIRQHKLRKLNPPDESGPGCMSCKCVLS
# Avidin bead fluor: avidin bead compound fluorescence profile | Avidin beads, compound fluorescence 488/530 nm, flow cytometry; hits give high values | fluorescence (KMESF) at 10 µM | actives 0.38% (n = 220,000) | AID 1775; in the data active means fluorescence above about 47; further: inactives centre near 10
# Rac1 wt modul: alters GTP binding to wildtype human Rac1. GST-Rac1 beads, fluorescent GTP binding, flow cytometry; actives lie on both sides; 0 = cold GTP competed, 100 = untreated. GTP binding activity (% of control), % at 10 µM. actives 0.27% (n = 190,000). AID 757;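 active means GTP binding activity at least 20 points away from the 100% control level, either lower or higher; inconclusive means compound flagged as likely green fluorescent, judged across all proteins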
# GSH fluor: compound fluoresces at 488/530 nm on GSH beads | AID 1776 | GSH beads flow cytometry, compound fluorescence 488/530 nm; hits give high values | actives 0.25% (n = 190,000) | fluorescence (KMESF) at 10 µM; in the data active means fluorescence above about 89;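 further: glutathione beads carrying GST-tagged Bcl family fusion proteins plus one bare bead set; values are compound well signal with DMSO vehicle wells as background; inactives centre near 16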
# Rac1 act GTP bind: alters GTP binding to activated mutant human Rac1 | P63000 | AID 764 | percent activity (GTP binding), % at 10 µM | actives 0.11% (n = 190,000) | GST-Rac1 activated beads, fluorescent GTP binding, flow cytometry; actives lie on both sides; 100% means binding = to untreated wells;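 active means GTP binding at least 20 percentage points away from the 100% baseline, in either direction, so actives lie on both sides; inconclusive means Compound likely fluorescent itself, or too few beads counted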
# Rab7 wt GTP bind: dog Rab7 wildtype GTP binding, inhibitors and activators; actives 0.055% (n = 190,000); GTP binding activity (percent of control), % at 10 µM; AID 758; GST-Rab7 beads, fluorescent GTP binding, flow cytometry; actives lie on both sides; untreated = 100%, excess cold GTP = 0%;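 active means fluorescent GTP binding to Rab7 beads changed by at least 20 points from the 100% baseline, either direction, mostly lower; inconclusive means compound itself probably fluorescent, or too few beads counted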;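 further: median green fluorescence of bound Bodipy-FL-GTP per Rab7 bead population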
# Mcl1-Noxa inh: Mcl-1/Noxa interaction inhibition; Q07820; TR-FRET Mcl-1/Noxa peptide binding, 2 h; inhibition, % at 21.7 µM; actives 1.5% (n = 220,000); AID 1022;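 active means compounds that cut the protein-peptide binding signal by more than 50% relative to plate controls in a single-dose test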;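 further: His-tagged Mcl-1 with rhodamine Noxa BH3 peptide and terbium anti-His antibody; 0% = Mcl-1 plus Noxa peptide wells and 100% = peptide-only wells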
# Target sequence (Q07820 whole entry, looked up): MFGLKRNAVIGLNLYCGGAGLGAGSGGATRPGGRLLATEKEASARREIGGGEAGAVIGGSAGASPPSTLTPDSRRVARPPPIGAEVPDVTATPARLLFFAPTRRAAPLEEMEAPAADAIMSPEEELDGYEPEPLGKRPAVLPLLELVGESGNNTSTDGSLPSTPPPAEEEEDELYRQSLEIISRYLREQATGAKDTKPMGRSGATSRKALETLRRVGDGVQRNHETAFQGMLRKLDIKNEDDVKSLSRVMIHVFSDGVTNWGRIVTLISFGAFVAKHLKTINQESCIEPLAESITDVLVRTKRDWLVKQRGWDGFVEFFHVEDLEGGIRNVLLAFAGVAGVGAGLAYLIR
# Mcl1-Bid inh: Mcl-1/Bid interaction inhibition. TR-FRET Mcl-1/Bid-Dy647 peptide binding, 1536-well. inhibition, % at 21.7 µM. actives 0.97% (n = 220,000). AID 1021;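 active means compounds that cut the binding signal by more than half at the single screening dose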;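 further: His-tagged Mcl-1 with europium anti-His antibody binding Bid BH3 peptide; 0% = Mcl-1 plus peptide wells and 100% = peptide-only wells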
# Rab2A wt mod: changes GTP binding to wildtype dog Rab2A, up or down | actives 0.19% (n = 190,000) | GTP binding activity, % at 10 µM | GST-Rab2 wt beads, Bodipy-GTP binding, flow cytometry;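 active means GTP binding activity at least 20 points away from 100%, either lowered or raised; inconclusive means signal likely due to the compound's own green fluorescence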;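 further: 0% = beads with excess unlabeled GTP and 100% = no-compound control corrected for plate trend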
# Pf gametocyte: P. falciparum stage V gametocyte viability inhibition. P. falciparum stage V gametocytes, ATP luminescence, 24 h. AID 743093. actives 0.065% (n = 150,000). inhibition, % at 10.9 µM;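 active means inhibition above the mean plus 3 SD of compounds within the control limits, set per campaign, cut at about 38% in these data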;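 further: 0% = DMSO wells and 100% = medium only without gametocytes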
# The depositor's hits bear a star; ? = inconclusive; / = no result given.
# Fields: Cdc42 wt | HRas wt GTP bind | Avidin bead fluor | Rac1 wt modul | GSH fluor | Rac1 act GTP bind | Rab7 wt GTP bind | Mcl1-Noxa inh | Mcl1-Bid inh | Rab2A wt mod | Pf gametocyte
[1] CCN(CC)c1nc(C#N)cc(-c2ccc(OC)cc2)n1
    98 | 98 | 10 | 100 | 56 | 97 | 98 | -3 | 14 | 99 | /
[2] Cc1ccn2c(NC3CCCCC3)c(C)nc2c1
    104 | 102 | 15 | 101 | 64 | 100 | 95 | 23 | -48 | 101 | /
[3] CCn1c(=O)c(C(=O)NNS(=O)(=O)c2ccc(Cl)cc2)c(O)c2ccccc21
    98 | 94 | 11 | 100 | 22 | 97 | 93 | -58 | -49 | 92 | -13
[4] COc1cc(/C=N/Nc2nc3ccccc3[nH]c2=O)ccc1O
    96 | 97 | 11 | 96 | 8 | 94 | 100 | 36 | -31 | 96 | -25
[5] CCCn1c(C)cc(=O)c2cc(NC(=O)c3ccccn3)ccc21
    94 | 95 | 17 | 95 | 11 | 94 | 98 | 20 | -19 | 95 | -9
[6] C=CCn1c(SCC(=O)Nc2sccc2C#N)nc2sc(C)c(C)c2c1=O
    108 | 106 | 7 | 108 | 11 | 102 | 101 | 8 | 4 | 104 | /
[7] CCOC(=O)Cn1c2ccccc2n2nc(CCC(=O)O)c(=O)nc12
    101 | 103 | 11 | 103 | 22 | 98 | 103 | 3 | -7 | 102 | 17
[8] COc1ccc(-c2c(C#N)c(C)nc3c2C(=O)c2ccccc2-3)cc1
    101 | 100 | 39 | 97 | 14 | 96 | 98 | -15 | 3 | 98 | /
[9] Cc1cccc(N2CCc3c2nc2ccc(Br)cc2c3N)c1
    96 | 97 | 20 | 97 | 16 | 96 | 95 | 33 | -3 | 97 | /
[10] Cc1cc(Nc2ccc3ccccc3c2)n2ncnc2n1
    99 | 98 | 19 | 99 | 15 | 97 | 101 | 12 | -15 | 98 | /
[11] O=C(Nc1cccc2c1C(=O)NC2=O)c1ccc(S(=O)(=O)N2CCCC2)cc1
    93 | 91 | 5 | 89 | 32 | 91 | 91 | / | / | 91 | -11
[12] Cc1cc(=O)[nH]c(N/N=C/c2cccs2)n1
    100 | 97 | 16 | 100 | 2 | 98 | 97 | 16 | -16 | 96 | /
[13] Cc1ccc2c(COC(=O)CC3Sc4ccccc4NC3=O)cc(=O)oc2c1C (stereo not given)
    94 | 94 | 14 | 93 | 9 | 93 | 91 | 11 | -6 | 90 | 0
[14] Cn1c(CNc2nc3ccccc3n2CCN2CCCCC2)nc2ccccc21
    101 | 101 | 6 | 100 | 37 | 98 | 99 | 4 | 10 | 100 | /
[15] O=C(NCc1ccncc1)c1cnccn1
    100 | 99 | 12 | 104 | 36 | 97 | 102 | -3 | 5 | 103 | -47
[16] O=C(CN1CCCC1)Nc1nnc(-c2cccs2)s1
    100 | 103 | 2 | 102 | 5 | 99 | 101 | -7 | -17 | 100 | -5
[17] COc1cc2c(cc1OC)C(C)=NCC2
    97 | 98 | 12 | 100 | 14 | 96 | 103 | 18 | 8 | 98 | /
[18] CCOC(=O)C(Sc1n[nH]c(N)n1)c1ccccc1 (stereo not given)
    98 | 97 | 17 | 94 | 13 | 96 | 98 | -5 | 0 | 97 | -4
[19] CC(=O)NC1C(=O)Nc2c1cccc2C(F)(F)F (stereo not given)
    99 | 97 | 15 | 102 | 36 | 96 | 97 | 0 | -12 | 97 | 1
[20] O=C1CC2c3ccccc3C1C1C(=O)N(CCc3ccccc3)C(=O)C21 (stereo not given)
    95 | 94 | 11 | 97 | 25 | 94 | 97 | -8 | -21 | 97 | 3
[21] CCCn1c(N)[n+](CC(=O)c2ccco2)c2ccccc21
    101 | 101 | 33 | 100 | 14 | 97 | 102 | 2 | -2 | 100 | /
[22] COc1ccc(S(=O)(=O)N2CCN(C(=O)c3cc(C)oc3C)CC2)cc1
    95 | 95 | 8 | 96 | 28 | 97 | 93 | 7 | -37 | 100 | /
[23] O=c1c2cc(N3CCOCC3)ccc2[nH]c(=S)n1CCCN1CCCCC1
    107 | 107 | 19 | 104 | 23 | 101 | 106 | 8 | -123 | 106 | 3
[24] Cc1cc(N)n(-c2ncnc3scc(-c4ccc(Cl)cc4)c23)n1
    96 | 99 | 5 | 101 | 18 | 95 | 99 | 5 | -25 | 100 | /
[25] COc1ccc(/C=C(/C#N)C(=O)Nc2ccccc2C)cc1C(=O)O
    98 | 99 | 17 | 98 | 9 | 97 | 100 | 16 | -12 | 97 | 12
[26] CC(=O)Nc1ccc(NC(=O)C2CCN(C(=O)c3cccs3)CC2)cc1
    98 | 96 | 8 | 103 | 21 | 96 | 97 | -12 | -11 | 95 | 6
[27] N/N=C(/Cc1nc2ccccc2[nH]1)c1ccc([N+](=O)[O-])cc1
    98 | 97 | 12 | 96 | 14 | 94 | 93 | 6 | -33 | 99 | -16
[28] CCNC(=O)NC(=O)C(C)Sc1nnc(COc2ccccc2Cl)o1 (stereo not given)
    106 | 105 | 11 | 103 | 24 | 102 | 107 | 4 | 2 | 106 | /
[29] Cc1cccc(CCN(CC(=O)NC2CCCCC2)C(=O)c2csnn2)c1
    97 | 96 | 7 | 96 | 8 | 96 | 103 | 6 | -6 | 97 | /
[30] Cc1nn2c(nc(N3CCOCC3)c3ccccc32)c1C=C(C#N)C#N
    89 | 83 | 6 | 81 | 8 | 92 | 90 | 5 | 1 | 85 | 11

# 7 of these compounds in a different format:
no. | structure | Cdc42 wt | HRas wt GTP bind | Avidin bead fluor | Rac1 wt modul | GSH fluor | Rac1 act GTP bind | Rab7 wt GTP bind | Mcl1-Noxa inh | Mcl1-Bid inh | Rab2A wt mod | Pf gametocyte
10 | Cc1cc(Nc2ccc3ccccc3c2)n2ncnc2n1 | 99 | 98 | 19 | 99 | 15 | 97 | 101 | 12 | -15 | 98 | /
15 | O=C(NCc1ccncc1)c1cnccn1 | 100 | 99 | 12 | 104 | 36 | 97 | 102 | -3 | 5 | 103 | -47
4 | COc1cc(/C=N/Nc2nc3ccccc3[nH]c2=O)ccc1O | 96 | 97 | 11 | 96 | 8 | 94 | 100 | 36 | -31 | 96 | -25
26 | CC(=O)Nc1ccc(NC(=O)C2CCN(C(=O)c3cccs3)CC2)cc1 | 98 | 96 | 8 | 103 | 21 | 96 | 97 | -12 | -11 | 95 | 6
16 | O=C(CN1CCCC1)Nc1nnc(-c2cccs2)s1 | 100 | 103 | 2 | 102 | 5 | 99 | 101 | -7 | -17 | 100 | -5
21 | CCCn1c(N)[n+](CC(=O)c2ccco2)c2ccccc21 | 101 | 101 | 33 | 100 | 14 | 97 | 102 | 2 | -2 | 100 | /
27 | N/N=C(/Cc1nc2ccccc2[nH]1)c1ccc([N+](=O)[O-])cc1 | 98 | 97 | 12 | 96 | 14 | 94 | 93 | 6 | -33 | 99 | -16

# (list continues)
31: CCn1c2ccccc2c2cc(NC(=O)c3ccccc3[N+](=O)[O-])ccc21
32: Cn1nnc(NC(=O)CSc2ccc(Cl)cc2)n1
33: C[C@H](NC(=O)c1ccccc1Cl)C(=O)OCC(=O)N1CC2(C)CC1CC(C)(C)C2 (stereo not given in full)
34: C#CCNC(=O)C1=C[C@H](c2csc3ccccc23)C[C@H](OCc2ccc(CO)cc2)O1
35: CC(C)NC(=O)CN(c1cccc([N+](=O)[O-])c1)S(=O)(=O)c1ccccc1

assay / compound,31,32,33,34,35
Cdc42 wt,102,102,103,94,?
HRas wt GTP bind,99,100,99,95,?
Avidin bead fluor,19,48*,11,6,19
Rac1 wt modul,106,103,103,97,?
GSH fluor,10,25,11,20,27
Rac1 act GTP bind,99,101,102,97,?
Rab7 wt GTP bind,101,100,99,95,?
Mcl1-Noxa inh,-13,1,8,-2,7
Mcl1-Bid inh,-37,-12,-8,5,-14
Rab2A wt mod,98,101,99,97,?
Pf gametocyte,-3,/,8,/,4

36: COc1ccc(Cl)cc1-c1nc(SCC(=O)NC(C)(C)C)n[nH]1
37: Cn1cnnc1SCCC(=O)Nc1ccccc1
38: CCc1cc(-c2[nH]ncc2-c2ccc3c(c2)OCO3)c(O)cc1O
39: O=C(CSc1nnc(Cc2cccs2)n1Cc1ccco1)Nc1cc(Cl)cc(Cl)c1
40: CCOC(=O)CCCCC(=O)c1[nH]c(=O)[nH]c1CSc1nc2ccccc2[nH]1

assay / compound,36,37,38,39,40
Cdc42 wt,102,99,99,98,103
HRas wt GTP bind,96,99,99,98,101
Avidin bead fluor,12,3,7,7,9
Rac1 wt modul,98,100,103,102,109
GSH fluor,16,23,52,25,18
Rac1 act GTP bind,96,98,100,97,102
Rab7 wt GTP bind,94,102,95,103,99
Mcl1-Noxa inh,-4,-6,18,16,-11
Mcl1-Bid inh,4,-55,3,1,-24
Rab2A wt mod,98,99,99,101,101
Pf gametocyte,-12,0,/,/,1

41: CCc1nc(SCc2cccnc2)[nH]c(=O)c1C
42: Cc1cc(S(=O)(=O)N(Cc2ccc(C(C)(C)C)cc2)Cc2cccs2)ccc1-n1cnnn1
43: Cc1oc2nc(SCCCC(=O)NCCO)nc(N)c2c1C
44: Cn1nnnc1SCc1csc(Nc2ccccc2)n1

assay / compound,41,42,43,44
Cdc42 wt,97,88,102,106
HRas wt GTP bind,97,94,100,107
Avidin bead fluor,13,3,5,9
Rac1 wt modul,98,95,100,115
GSH fluor,9,8,19,8
Rac1 act GTP bind,94,97,98,102
Rab7 wt GTP bind,91,99,96,105
Mcl1-Noxa inh,-20,6,6,0
Mcl1-Bid inh,-24,-3,-7,-41
Rab2A wt mod,94,95,99,106
Pf gametocyte,/,11,/,/

# An unsorted share of the library; about 3% have a hit in one of these screens.
